# Screening data deposited in PubChem by National Center for Advancing Translational Sciences (NCATS).
# MCF10A rerep – DNA re-replication induction in MCF 10a cells; Potency, µM (highest dose often 46.1 µM), without a hit: at the top dose activity, positive = re-replication, actives largely listed as activators; hit rate 2.9% among 350,000; AID 624296; MCF 10A DNA re-replication, Hoechst nuclear intensity, 48 h; also: potency is read from the fitted curve at half-maximal effect; % of control where 0% means no effect; nearly all actives have a fitted effect of over 50% in size
# HT1080-NT tox – kills 2HG-producing HT-1080-NT fibrosarcoma cells. HT-1080-NT fibrosarcoma viability, CellTiter-Glo ATP luminescence, 48 h. Potency, µM (doses to about 46.1 µM), for the others: at the top dose activity, negative = less viability, usual class: cytotoxic. hit rate 1.6% among 360,000. AID 686970;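 also: NT is the 2HG producing partner of a matched IDH1 knockdown line; potency is read from the fitted curve at half-maximal effect; 0% = DMSO-treated cells and -100% = media-only wells without cells; nearly all actives have a fitted effect of over 55% in size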
#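 HT-1080-NT fibrosarcoma cells (2HG-overproducing), 750 cells/well in RPMI with 5% FBS, dosed after 2 h and incubated 48 h at 37C. CellTiter-Glo luminescence normalized to DMSO and no-cell wells; concentration-response curves fitted and classed.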
# IL1B secr inh – inflammasome signaling inhibition, IL-1 beta readout | THP-1 LPS/ATP IL-1B secretion, AlphaLISA, 16 h; active compounds read low | activity change, % at 57.5 µM | hit rate 4.7% among 360,000; in the data active = activity change below about -50%; inconclusive = mostly about -30% to -49%; also: % is scaled to controls: 0 for no effect and ±100 for the full control effect
#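 Secreted IL-1B measured by AlphaLISA bead assay after 16 h compound exposure of THP-1 cells; compounds (final up to 57.5 uM) added 1 h before LPS (250 ng/mL) and ATP (1.25 mM) stimulation; lower signal means less secretion.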
# KB-V1 MDR tox – KB-V1 MDR subline cytotoxicity | Potency, µM (titrated, usually from 46.1 µM), without a hit: at the top dose activity change, negative = cytotoxicity, hits mostly cytotoxic | KB-V1 MDR cells viability, CellTiter-Glo, 72 h | hit rate 3.4% among 400,000; also: potency is read from the fitted curve at half-maximal effect; % is scaled to controls: 0 for no effect and ±100 for the full control effect; nearly all actives have a fitted effect of over 60% in size
#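 qHTS viability screen in drug-selected KB-V1 MDR cells: 72 h compound treatment at 37 degrees C, ATP luminescence end point.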
# HT1080 IDH1KD tx – toxicity to HT-1080 IDH1 knockdown cells (counter line); Potency, µM (highest dose often 46.1 µM), without a hit: top-dose activity, negative = toxicity, actives largely listed as cytotoxic; hit rate 2% among 360,000; HT-1080 IDH1 knockdown viability, ATP luminescence, 48 h;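 also: potency is read from the fitted curve at half-maximal effect; 0% = DMSO wells and -100% = cell-free medium wells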
#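 CellTiter-Glo luminescence after 48 h compound exposure at 37 degrees C of IDH1-knockdown HT-1080 cells in 5% FBS RPMI. %Activity scaled between DMSO wells and cell-free media wells, with curves fitted and assigned curve classes.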
# KB-3-1 tox – KB-3-1 parental cell cytotoxicity. hit rate 1.4% among 400,000. Potency, µM (top dose mostly 46.1 µM), for the others: at the top dose activity change, negative = cytotoxic, most hits filed as cytotoxic. KB-3-1 viability, CellTiter-Glo ATP luminescence, 72 h; also: potency is read from the fitted curve at half-maximal effect; % is scaled to controls: 0 for no effect and ±100 for the full control effect; nearly all actives have a fitted effect of over 60% in size
#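 Cytotoxicity measured as CellTiter-Glo luminescence after 72 h at 37 C. Compound titrations were pinned onto drug-naive KB-3-1 parental adenocarcinoma cells grown in DMEM with 10% FBS, and normalized data fitted to concentration-response curves.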
# ATXN viability – reduces viability in counter-screen for ATXN expression inhibitors | S2 cells (HEK-293 line with an ATXN2-luciferase reporter) viability, CellTiter-Fluor protease fluorescence, 24 h | Potency, µM (titrated, usually from 56.7 µM), hits mostly cytotoxic | hit rate 0.49% among 400,000; also: potency is read from the fitted curve at half-maximal effect; nearly all actives have a fitted effect of over 40% in size
# SW480 rereplic – DNA re-replication induction in SW480 cells; SW480 DNA re-replication, Hoechst DNA content imaging, 48 h; Potency, µM (series often up to 46.1 µM), for inactives: at the top dose re-replication activation, actives largely listed as activators; hit rate 1.8% among 340,000; also: potency is read from the fitted curve at half-maximal effect; % of control where 0% means no effect; nearly all actives have a fitted effect of over 55% in size
#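 Image-based DNA-content assay: after two days of treatment, nuclei were labelled with the DNA dye Hoechst and imaged, and hits were compounds raising the count of nuclei showing high fluorescence intensity.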
# ATXN2 expr inh – reduces ATXN2 reporter expression in HEK-293 cells | Potency, µM (top dose mostly 57 µM), for inactives: top-dose activity change, negative = inhibition, hits mostly inhibitors | HEK-293 ATXN2-luciferase reporter, luminescence, 24 h | hit rate 0.72% among 360,000; also: potency is read from the fitted curve at half-maximal effect; % is scaled to controls: 0 for no effect and ±100 for the full control effect; nearly all actives have a fitted effect of over 55% in size
#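 qHTS (up to 57 uM final) was run with 24 h compound exposure of reporter cells at 37 °C. Each well was multiplexed: SteadyGlo luminescence measured ATXN2-luciferase expression after a fluorogenic Gly-Phe-AFC viability readout (25 uM final).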
# Starred values were filed as active, the others as inactive; i = inactive; ? = inconclusive; · = no result given; & = joins results of further samples; [ ] = remark or other dose. Unless noted, calls follow the shape of the dose curve; as a rule, active = well fitted curve in the direction sought with a large enough effect; inconclusive = small, poorly fitted or top-dose-only effect, or another doubt; inactive = no such curve, though single readings can be large; an effect the other way counts as inactive or inconclusive. An unsorted share of the library (roughly 11% active in at least one column).
SMILES | MCF10A rerep | HT1080-NT tox | IL1B secr inh | KB-V1 MDR tox | HT1080 IDH1KD tx | KB-3-1 tox | ATXN viability | SW480 rereplic | ATXN2 expr inh
COc1ccc(NS(=O)(=O)c2ccc(N3CCCCC3)c(N)c2)cc1 | 9% | -19% | -5 | ? | -26% | 21µM* | ? | -4% | ·
O=C(Nc1ccccc1Cl)N1CCSc2ccccc21 | -2% | 3% | 1 | 13%&2% | 0% | -1%&-1% | i | -9% | 1%&4%
COc1cc(/C=C/C(=O)c2ccc3c(c2)OCCO3)cc(OC)c1OC | ? | -11% | -94* | 1% | ? | ? | ? | ? | ?
Cc1ccc(C(=O)Nc2cccc(C(F)(F)F)c2)cc1Nc1cncnc1 | 10% | -1%&6% | 68&17 | ? | -3%&12% | 1%&-4% | ? | -57%[inhibitor][9.22 µM] | ?
O=C(COC(=O)CCCN1C(=O)c2cccc3cccc(c23)C1=O)Nc1cccc(C(F)(F)F)c1 | 4% | -3% | 2 | -4% | -6% | 2% | i | -6% | -16%
CC1CCCN(c2nc(-c3cccnc3)nc3scc(-c4ccccc4)c23)C1 (stereo unspecified) | 23µM* | 1% | -61* | ? | -18% | -4% | i | 1% | 1%
Cc1ccccc1-c1nnc(-c2cccc3ccccc23)o1 | 0% | 0% | -4 | -4% | 7% | -8% | i | -1% | 114%[activator]
CCCCNC(=O)CSc1nc2ccc(N3CCOCC3)cc2c(=O)n1Cc1ccc(OC)cc1 | ? | -27% | 12 | -28% | -26% | -16% | i | -3% | 10%
CCN(CC)C(=O)Cn1nc(-c2ccc(Cl)cc2)c2ccccc2c1=O | 10% | -12% | -19 | -6% | -10% | 1% | ? | -4% | -20%
Cc1cc(=O)oc(C)c1C(=O)N[C@@H](Cc1ccccc1)C(=O)O | 1% | -4% | 11 | 1% | 0% | -3% | i | 5% | ·
CN(C)C(=O)c1ccc2c3c(cccc13)CC2 | -5% | 4% | 3 | -8% | 16% | -11% | i | -13% | ?
O=C(CCS(=O)(=O)c1ccccc1Cl)Nc1ccc(S(=O)(=O)Nc2ncccn2)cc1 | 0% | 4% | ? | 16% | 1% | -4% | i | 3% | 4%
CC(C(=O)NC1=NCCS1)N1C(=O)C2CC=CCC2C1=O (stereo unspecified) | 2% | 0% | 3 | 0% | 8% | -2% | i | -1% | 4%
O=C1/C(=C/c2ccc(S(=O)(=O)O)cc2S(=O)(=O)O)CCc2ccccc21 | · | 25% | 20 | ? | 8% | 1% | i | · | 15%
CCc1cccc(NCc2ccccc2-c2nnc(-c3ccccc3Cl)o2)c1 | · | · | · | 4% | · | -1% | i | · | 51%[activator]
O=C(NN1CCN(Cc2ccccc2)CC1)c1ccc(N2CCOCC2)c([N+](=O)[O-])c1 | 6% | -2% | 39 | 11% | 0% | -10% | i | -8% | -10%
FC(F)(F)c1ccc(NC(=S)NCc2ccccc2)cc1 | ? | ? | -62* | ? | ? | -4% | i | 9% | -24%
O=C(COc1ccccc1C(=O)Nc1ccccc1)NCCc1ccccc1 | 1% | -12%&1% | 0 | -8% | -3%&17% | 3% | i | -9% | -23%
Cc1ccc2nc(NCCCNC(=O)c3cnccn3)c(C#N)cc2c1 | 2% | -1% | -18 | 0% | 1% | 7% | i | -1% | 0%
COc1ccc(CNC(=O)[C@@H](NC(=O)C2CCN(S(=O)(=O)c3ccc(C)cc3)CC2)C(C)C)cc1OC | -3% | -1% | -12 | 1% | 0% | -1% | ? | -3% | ·
COc1ccc(C(=O)COC(=O)/C=C/c2ccccc2)c(OC)c1 | -3% | 0% | -18 | 3% | 11% | 13% | i | ? | 1%
CC(Nc1ccc([N+](=O)[O-])cc1[N+](=O)[O-])c1ccccc1 (stereo unspecified) | 25% | 1% | 6 | -8% | -5% | -26% | i | -2% | -8%
COc1cccc(C2/C(=C(/O)c3ccc4c(c3)OCO4)C(=O)C(=O)N2CCN2CCOCC2)c1 (stereo unspecified) | 20% | 9% | 8 | 16% | 7% | 1% | i | -11% | 14%

# A portion taken from the entries so far, for reference:
SMILES | MCF10A rerep | HT1080-NT tox | IL1B secr inh | KB-V1 MDR tox | HT1080 IDH1KD tx | KB-3-1 tox | ATXN viability | SW480 rereplic | ATXN2 expr inh
CN(C)C(=O)c1ccc2c3c(cccc13)CC2 | -5% | 4% | 3 | -8% | 16% | -11% | i | -13% | ?
O=C(CCS(=O)(=O)c1ccccc1Cl)Nc1ccc(S(=O)(=O)Nc2ncccn2)cc1 | 0% | 4% | ? | 16% | 1% | -4% | i | 3% | 4%
CC(C(=O)NC1=NCCS1)N1C(=O)C2CC=CCC2C1=O (stereo unspecified) | 2% | 0% | 3 | 0% | 8% | -2% | i | -1% | 4%
O=C1/C(=C/c2ccc(S(=O)(=O)O)cc2S(=O)(=O)O)CCc2ccccc21 | · | 25% | 20 | ? | 8% | 1% | i | · | 15%
CCc1cccc(NCc2ccccc2-c2nnc(-c3ccccc3Cl)o2)c1 | · | · | · | 4% | · | -1% | i | · | 51%[activator]
O=C(NN1CCN(Cc2ccccc2)CC1)c1ccc(N2CCOCC2)c([N+](=O)[O-])c1 | 6% | -2% | 39 | 11% | 0% | -10% | i | -8% | -10%
FC(F)(F)c1ccc(NC(=S)NCc2ccccc2)cc1 | ? | ? | -62* | ? | ? | -4% | i | 9% | -24%
O=C(COc1ccccc1C(=O)Nc1ccccc1)NCCc1ccccc1 | 1% | -12%&1% | 0 | -8% | -3%&17% | 3% | i | -9% | -23%
Cc1ccc2nc(NCCCNC(=O)c3cnccn3)c(C#N)cc2c1 | 2% | -1% | -18 | 0% | 1% | 7% | i | -1% | 0%
COc1ccc(CNC(=O)[C@@H](NC(=O)C2CCN(S(=O)(=O)c3ccc(C)cc3)CC2)C(C)C)cc1OC | -3% | -1% | -12 | 1% | 0% | -1% | ? | -3% | ·
